High-throughput results as filed in PubChem BioAssay.
OX1R antag-1 = antagonists of human orexin 1 receptor (OX1R). O43613. OX1R-expressing cells, FRET antagonist read-out. inhibition, % at 6.6 µM. 330,000 tested, 1.8% active. AID 485270; in the data active = inhibition mostly above about 38%, no sharp cut-off; inactive = mostly below about 40%;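 note: 0% = agonist challenge alone and 100% = reference antagonist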
Target sequence (O43613 whole entry, looked up): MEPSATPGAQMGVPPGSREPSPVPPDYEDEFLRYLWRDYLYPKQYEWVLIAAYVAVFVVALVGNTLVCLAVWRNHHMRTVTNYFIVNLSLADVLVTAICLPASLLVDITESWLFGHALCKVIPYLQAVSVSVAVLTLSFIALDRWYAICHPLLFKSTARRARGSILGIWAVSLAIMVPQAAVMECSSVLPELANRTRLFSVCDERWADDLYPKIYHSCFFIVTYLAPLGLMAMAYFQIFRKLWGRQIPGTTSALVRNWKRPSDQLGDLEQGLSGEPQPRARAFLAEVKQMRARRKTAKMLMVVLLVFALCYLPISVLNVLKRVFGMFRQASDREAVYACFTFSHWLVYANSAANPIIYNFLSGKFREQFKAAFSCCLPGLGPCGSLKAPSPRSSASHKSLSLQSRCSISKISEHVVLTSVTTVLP
OX1R antag-2 = blocks the human orexin 1 receptor; O43613; CHO/OX1R cells, Fluo-8 calcium fluorescence, orexin A; inhibition, % at 5 µM; 330,000 tested, 0.43% active; AID 434989;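 active = inhibition above its plate's threshold, mean inhibition of all tested compounds on the plate plus 3 SD, cut at about 37% in these data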;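 note: 0% = orexin A challenge wells and 100% = SB-334867-A antagonist wells; not every result past the cut was called active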
* marks the source's active call; other numbers are inactive results.

smiles | OX1R antag-2 | OX1R antag-1
CCOC(=O)C1Nc2c(cc(C(F)(F)F)cc2[N+](=O)[O-])C2c3ccccc3CC12 (configuration not stated) | -35 | 22
CCCC(=O)N(Cc1cc(=O)[nH]c2ccccc12)c1ccccc1 | -20 | 16
Cc1cccc(NC(=O)c2ccc3c(c2)C(=O)N(c2ccccn2)C3=O)c1C | -17 | -2
CCOC(=O)c1c(NC(=O)CSc2ncccn2)sc2c1CC(C)(C)NC2(C)C | -9 | 14
Cc1ccc(Cl)cc1NC(=O)CCC(=O)O | -11 | 7
COc1ccc(NC(=O)C(=O)c2cn(CC(=O)N3CCCC3)c3ccccc23)cc1OC | -26 | 19
O=C(Cn1cc(C(F)(F)F)ccc1=O)N/N=C/c1ccccc1 | -5 | 12
CCCCn1nc(C(=O)Nc2ccc3c(c2)OCCO3)c2ccccc2c1=O | -32 | 10
CN(C)C(=O)CCc1ccc2c3c([nH]c2c1)[C@]1(CCC2CCCC2)[C@@H](C(=O)N2CCOCC2)C[C@H](CC(=O)NCCc2ccccn2)C(=O)N1CC3 | -20 | 10
COc1ccc(C(=O)NCCc2ccc(C)cc2)cc1OC1CCN(C(C)=O)CC1 | -13 | 14
CC(C)C(NC(=O)C(C)N1C(=O)c2ccccc2C1=O)c1ccccc1 (configuration not stated) | -28 | 5
Cc1ccc(S(=O)(=O)CCC(=O)Nc2cccc(Cl)c2)cc1 | -7 | -4
CCN(CC)CCN(C(=O)c1cc2c(ccc3ccccc32)oc1=O)c1nc2cc3c(cc2s1)OCCO3 | -25 | 24
CC(=O)Nc1ccc(S(=O)(=O)NCCC(=O)NCc2ccncc2)cc1 | -4 | 5
Cc1cc(C(=O)NCCc2ccc(S(N)(=O)=O)cc2)no1 | -16 | 34
COc1cc(CNc2cccc(F)c2)cc(Br)c1O | 3 | 3
Cc1ccc(-n2c(N)cc(=O)nc2SCC(=O)N2CCN(c3ccccc3)CC2)cc1C | -10 | 6
COc1ccc(Oc2ncccc2NC(=O)c2cccc(C)c2C)cc1 | -25 | 3
Cc1cc([N+](=O)[O-])nn1CC(=O)Nc1ccc(Cl)cn1 | -7 | 11
COc1ccc(N(S(=O)(=O)c2ccccc2)S(=O)(=O)c2ccccc2)c(N)c1 | -4 | 20

smiles | OX1R antag-2 | OX1R antag-1
Cc1cc(Nc2cccc(Br)c2)c2ccccc2n1 | -20 | 11
N#CC1=C(N)Oc2cc(O)ccc2C1c1ccccc1 (configuration not stated) | -1 | 34
O=C1NCCCc2nc(Oc3ccccc3)sc21 | -1 | -2
O=C1CC(c2ccccc2)c2cccc(F)c21 (configuration not stated) | 0 | -3
Cc1cc(N/C=C\c2nnnn2-c2ccccc2)no1 | -17 | 9
CC(C(=O)NCCN1C(=O)S/C(=C\c2cccs2)C1=O)N1C(=O)c2ccccc2C1=O (configuration not stated) | -23 | 18
COc1ccc(C(=O)OCC(=O)c2ccc(F)cc2)cc1OC | -1 | 10
Cc1ccc(CNC(=O)Cn2cnc(C(=O)Nc3ccc(C)c(C)c3)n2)o1 | -20 | 4
Cc1ccc2c(NC(=S)NC(=O)c3ccccc3)cccc2n1 | -19 | 12
CC(C)C(OC(=O)c1cccs1)C(=O)NCc1ccc2c(c1)OCO2 (configuration not stated) | -9 | 49
O=C(CSc1nnc2scc(-c3ccccc3)n12)NCc1ccc2c(c1)OCO2 | -36 | 19
Cc1ccc(NC(=O)C2CC(O)CN2C(=O)Oc2ccccc2)c(C)c1 (configuration not stated) | -3 | 16
Cc1ccc(-c2cc(=O)c3cc(Cl)ccc3[nH]2)cc1 | -7 | 16
Cc1ccc(-n2c(-c3ccc(Cl)cc3)c[n+]3c2CCC3)cc1 | -7 | -1
Fc1cccc(Cl)c1Cn1nnc(-c2ccc3c(c2)OCO3)n1 | -10 | 7
Cc1c(C=O)c2ccccc2n1CC(=O)O | -3 | 9
CCOC(=O)CSc1nc(C)cc2c1C(=O)OC2 | -7 | 6
CN1CCN(C(c2ccc(Cl)cc2)c2cc(Cl)c3cccnc3c2O)CC1 (configuration not stated) | 5 | 35
C/C(CC(=O)Nc1ccccc1C(F)(F)F)=N\NC(=O)c1cnccn1 | -27 | 13
CCOC(=O)c1ccc(CC2SC(N)=NC2=O)cc1 (configuration not stated) | -12 | -3

smiles | OX1R antag-2 | OX1R antag-1
CCc1cc(=O)oc2cc(C)cc(OCc3nn[nH]n3)c12 | -9 | 15
COc1cc(OC)cc(C(=O)N[C@H](C(=O)Nc2nc(-c3ccc(OC)c(OC)c3)cs2)C(C)C)c1 | -15 | 17
Cc1cccc2c(SCC(=O)NCC3CCCO3)nc(-c3ccc(F)cc3)nc12 (configuration not stated) | -2 | 6
COc1ccccc1/C=C/C(=O)Nc1nc(N)n(-c2ccccc2)n1 | -13 | 10
Cc1ccc(NC(=O)CCC(=O)N2CCOCC2)nc1 | -5 | 10
COc1ccc(/C=N/NC(=O)C(=O)/C=C2\NC3(CCCC3)Cc3ccccc32)cc1 | -26 | 18
COc1ccc2nc(NC(=O)c3ccc(Br)s3)sc2c1 | -10 | 15
Cc1ccccc1NC(=S)Nc1ccc(Br)cc1 | 3 | 15
CCCCN1C(=O)C2Cc3c([nH]c4ccccc34)CN2C1=S (configuration not stated) | -8 | 25
Cc1nnc(SCC(=O)N2CC(=O)Nc3ccccc32)n1C | -9 | 19
CCn1c(SCC(=O)N2CCCc3ccccc32)nnc1-c1cccs1 | -28 | 12
CCc1ccc(NC(=O)[C@@H](NC(=O)[C@@H]2Cc3ccccc3CN2)C(C)CC)cc1 (some centres not stated) | 77* | 0
CCOC(=O)[C@H]1[C@H]2COc3cc(OC)ccc3[C@@H]2N2C(=O)CN(Cc3ccc(OC)cc3)C(=O)[C@@]12C | -42 | 2
Cc1c(C(=O)NCCS(=O)(=O)N2CCN(c3ccccc3F)CC2)cccc1[N+](=O)[O-] | -10 | -6
CCOCCCNCc1ccc(OCCC(C)C)c(OC)c1 | -29 | 26
Cc1noc(C)c1CSCC(=O)N(C)CC(=O)Nc1ccc(Cl)c(C(F)(F)F)c1 | -4 | 14
CN1/C(=C\C(=O)c2cccc(S(=O)(=O)N3CCCCC3)c2)C(C)(C)c2ccccc21 | -25 | 7
COc1ccc(CN(C(C)=O)c2cccc(C)c2C)cc1 | -9 | 7
COC(=O)c1cc(OC)c(OC)cc1NC(=O)c1ccc(OC)cc1 | -17 | 20
CC(C)CCN1CC(C(=O)N2CCN(c3ccc(F)cc3)CC2)CC1=O (configuration not stated) | -16 | 17

smiles | OX1R antag-2 | OX1R antag-1
CCOC(=O)c1cc2sccc2n1CC(=O)OC | -10 | 9
Cc1nc(NC(=O)c2cccnc2Cl)sc1C | -1 | 5
CCSC1=NSC2=NC(=O)/C(=C\c3coc4ccccc4c3=O)C(=N)N12 | 54* | 44
COc1ccc(Cn2c(=O)[nH]c3cc(C(=O)N4CCN(c5ccccn5)CC4)ccc3c2=O)cc1 | -38 | 8
COC(=O)[C@H](CCSC)NC(=O)Cn1cnc2c(OCc3ccccc3)ncnc21 | 0 | -5
CN(c1ccccc1C(=O)N1CCN(c2ccccc2)CC1)S(C)(=O)=O | -24 | 21
Oc1ccc(Cl)cc1CNCc1cccc2ccccc12 | -21 | 25
S=c1[nH]nc(-c2ccccn2)n1/N=C/c1ccc(Br)s1 | -6 | 15
CCOc1ccc(OCCOC(=O)CN2C(=O)NC3(CCCC3)C2=O)cc1 | -22 | 11
O=C(NC1CC1)C1CC(=O)N(c2cccc(Cl)c2Cl)C1 (configuration not stated) | -8 | 16
O=[N+]([O-])c1ccccc1S(=O)(=O)Nc1ccn(Cc2c(F)cccc2Cl)n1 | -8 | 17
CN(c1cccc(NC(=O)c2ccccc2N(C)S(=O)(=O)c2ccccc2)c1)S(C)(=O)=O | -17 | 19
COc1ccc(C2C(C(=O)c3sc(C)nc3C)=C(O)C(=O)N2CCN(C)C)cc1OC (configuration not stated) | 4 | 0
Cc1onc(-c2ccccc2)c1NC(=O)N(CCC#N)Cc1ccccc1 | -19 | 15
CCCCC1=CC2=CC(=O)C(C)(OC(=O)CC)C(=O)C2=CN1c1ccc(OC)cc1 (configuration not stated) | -13 | 37
Cc1ccc(CSCc2ccc(C(=O)NCCC(C)C)o2)cc1 | -37 | 15
COC(=O)c1cc(OC)c(OC)cc1NC(=O)c1cccc(C)c1 | -33 | 12
C=CCn1cc(C(=O)N2CCN(C)CC2)c(=O)c2cc(S(=O)(=O)N3CCCC3)ccc21 | 3 | 9
CN1C(=O)C(CC(=O)O)S/C1=N\N=C\c1ccc(O)cc1O (configuration not stated) | 0 | 9
[N-]=[N+]=NC(c1ccccc1)c1nc2ccccc2[nH]c1=O (configuration not stated) | -8 | -3

Look-ups from the results shown:
O=C(NC1CC1)C1CC(=O)N(c2cccc(Cl)c2Cl)C1 (configuration not stated) in OX1R antag-1 has 16
COC(=O)c1cc(OC)c(OC)cc1NC(=O)c1cccc(C)c1 in OX1R antag-1 has 12
O=[N+]([O-])c1ccccc1S(=O)(=O)Nc1ccn(Cc2c(F)cccc2Cl)n1 in OX1R antag-1 has 17
C=CCn1cc(C(=O)N2CCN(C)CC2)c(=O)c2cc(S(=O)(=O)N3CCCC3)ccc21 in OX1R antag-1 has 9
COc1ccc(C2C(C(=O)c3sc(C)nc3C)=C(O)C(=O)N2CCN(C)C)cc1OC (configuration not stated) in OX1R antag-1 has 0
Cc1nc(NC(=O)c2cccnc2Cl)sc1C in OX1R antag-1 has 5

2 entries from above, with two lines to a compound.
Each structure is followed by: OX1R antag-2 | OX1R antag-1
CCSC1=NSC2=NC(=O)/C(=C\c3coc4ccccc4c3=O)C(=N)N12
  54* | 44
COc1ccc(Cn2c(=O)[nH]c3cc(C(=O)N4CCN(c5ccccn5)CC4)ccc3c2=O)cc1
  -38 | 8

(further entries)
smiles | OX1R antag-2 | OX1R antag-1
CC(C)CC(=O)Nc1ncnc2c1C(=O)CC(C)(C)C2 | -4 | -2
CC(C)(C)CC(C)(C)NC(=S)Nc1ccc2nc(-c3ccccn3)c(-c3ccccn3)nc2c1 | -19 | 8
COc1ccc(NC(=S)NCc2cccs2)cc1 | -2 | 7
CC(C)(C)[C@@H]1COC(=O)[C@H](Cc2ccc(F)cc2)C/C=C\C[C@H](CC(=O)N(CCO)Cc2ccccc2)C(=O)N1 | -7 | 10
Cc1ccc(C(=O)NCC(=O)NNC(=O)CN(C)S(=O)(=O)c2ccc(Cl)cc2)s1 | -18 | 18
O=C(Nc1ccccc1)c1ccccc1O | 3 | 12
COc1ccc2nc(NC(=O)c3cc(S(=O)(=O)N4CCOCC4)ccc3C)sc2c1 | -20 | 38
CC(=O)Nc1ccc(C2CC(c3ccc(Cl)cc3)=NN2c2ccccc2)cc1 (configuration not stated) | 3 | 6
CC(C)CNS(=O)(=O)c1ccc(OCC(=O)NCc2ccco2)cc1 | 0 | 9
NC(=O)/C(=C/c1cccnc1)NC(=O)c1ccccc1 | -10 | 12
O=C(CSc1ccc(F)cc1)NCC1(N2CCOCC2)CCCCC1 | -24 | 23
CC1CCCCN1C(=O)Cn1c(=O)oc2cc(S(=O)(=O)N3CCCCC3)ccc21 (configuration not stated) | -14 | 2
CCCCOc1ccc(C(=O)Nc2ccc(N3CCN(C(=O)C(C)C)CC3)cc2)cc1 | 9 | 19
CCc1ccc(NC(=O)Cn2ccn(-c3cccc(Cl)c3)c(=O)c2=O)cc1 | -4 | 5
CC1(C)CC2CC(C)(CN2C(=O)COC(=O)c2cncc(Br)c2)C1 (configuration not stated) | -27 | 7
CC(=O)Nc1ccc(NC(=O)CSc2ncc(C(=O)Nc3ccccc3)c(=O)n2C)cc1 | -25 | 15
Cc1cc(C(F)(F)F)n2ncc(-c3ccc(F)cc3)c2n1 | 1 | 15
COCC(=O)N1CCCN(c2nc3c(C)cccc3cc2C#N)CC1 | -15 | 5
COC(=O)c1cccc(S(=O)(=O)N2CCOCC2)c1 | -3 | 8
Cc1cccc(C)c1NC(=O)CN1CCN(CC(=O)c2cc(C)n(C3CC3)c2C)CC1 | -6 | -1

smiles | OX1R antag-2 | OX1R antag-1
CCCSc1nc2sc3c(c2c(=O)[nH]1)CC(C)CC3 (configuration not stated) | -7 | 3
COc1ccccc1NC(=O)c1sc2ncn(CC(=O)Nc3ccccc3)c(=O)c2c1C | -2 | 12
Cc1ccc(NC(=O)COc2ncnc3ccccc23)cc1S(=O)(=O)N1CCOCC1 | -22 | 5
CC(=O)N1c2ccc(S(=O)(=O)N3CCCC(C(=O)NC4CCCC(C)C4C)C3)cc2CC1C (configuration not stated) | -42 | 18
CC1CCCC(NC(=O)COC(=O)c2ccc([N+](=O)[O-])o2)C1C (configuration not stated) | -2 | 24
O=C(c1cccc(Br)c1)N1CCN(S(=O)(=O)N2CCCCC2)CC1 | -19 | 8
O=C(CSc1nnc(NC(=O)c2ccco2)s1)Nc1cccc(F)c1 | -10 | 11
O=C(/C=C/Nc1ccccc1)c1cnc(-c2ccccc2)s1 | -21 | 22
Cn1c(N)c(C(=O)COC(=O)c2ccc3c(c2)C(=O)N(c2ccc(Cl)cc2)C3=O)c(=O)n(C)c1=O | 0 | 5
CCOC(=O)c1cc(CC)sc1NC(=O)CN1CCN(C(=O)c2ccco2)CC1 | -32 | 1
Cc1cccc(NC(=O)NC2CCCc3ccccc32)c1 (configuration not stated) | -23 | 17
Cc1oc(-c2ccccc2F)nc1CN1CCC(C(=O)NC2CC2)CC1 | -1 | 10
COC(=O)[C@H](CC(C)C)NC(=O)CCc1nnc(COc2ccccc2)o1 | -18 | 10
COc1ccc(OCc2nc(N)nc(Nc3ccccc3)n2)cc1 | -31 | 11
O=C(N/N=C/c1ccc(N2CCOCC2)cc1)c1ccccc1NS(=O)(=O)c1cccs1 | -23 | 13
CCCn1c(SCC(=O)NC2CCCCC2)nnc1-c1cccnc1 | -9 | 9
CC(C)(C)C(=O)O/N=C(\N)c1ccc(Br)cc1 | -1 | 0
O=C(c1ccc(F)cc1)C1CCN(C(=O)Nc2ccccc2Cl)CC1 | -3 | 16
Cc1cc(C)cc(NS(=O)(=O)c2ccc(NC(=S)NC(=O)c3cccs3)cc2)c1 | 10 | 29
CCn1cc(/C=C(\NC(=O)c2ccc(OC)c(OC)c2)C(=O)NCCCO)c2ccccc21 | -3 | 2
